D2 potentiator – positively modulates the human D2 dopamine receptor allosterically; 340,000 tested, 0.34% active; AID 485347; HEK293 T-REx D2, calcium flux, EC20 dopamine potentiation; P14416; potentiation, % at 10 µM;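 active means potentiation over 3 SD above the plate norm, cut at about 30% in these data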; further: 0% is about no effect
Target sequence (P14416 whole entry, looked up): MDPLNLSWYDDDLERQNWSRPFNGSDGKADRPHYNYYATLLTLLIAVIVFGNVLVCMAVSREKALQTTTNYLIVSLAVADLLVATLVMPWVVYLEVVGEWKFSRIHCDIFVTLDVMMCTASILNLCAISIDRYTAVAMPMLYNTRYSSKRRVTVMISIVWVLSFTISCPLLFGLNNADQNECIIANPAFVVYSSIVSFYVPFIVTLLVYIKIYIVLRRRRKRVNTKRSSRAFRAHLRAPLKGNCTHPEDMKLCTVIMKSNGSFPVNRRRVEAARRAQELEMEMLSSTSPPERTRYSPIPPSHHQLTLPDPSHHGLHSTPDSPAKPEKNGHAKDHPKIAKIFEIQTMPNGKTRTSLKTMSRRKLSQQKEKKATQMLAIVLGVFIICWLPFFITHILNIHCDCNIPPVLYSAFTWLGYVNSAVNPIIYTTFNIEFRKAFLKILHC
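Cells plated with tetracycline inducer and held overnight at 30 C; calcium dye loaded 30–90 min at room temperature; baseline taken, compound added and read 180 s; EC20 dopamine then added and read 180 s.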
TRHR ag – TRH receptor (human) agonism | AID 493084 | TRHR cells, calcium flux fluo-8, FDSS agonist mode | activation, % at 2 µM | 360,000 tested, 0.18% active | P34981; further: 0% is about no effect
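Read-out: compound-evoked intracellular calcium rise in TRHR cells, fluo-8 dye, kinetic FDSS fluorescence at 1 s/cycle following a 10-cycle baseline. Cells cultured overnight before dye loading (30 min–1.5 h, RT).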
RXFP1 antag – blocks the human relaxin receptor RXFP1 | AID 1259400 | activity change, negative = inhibition, % at 57.5 µM | 350,000 tested, 0.59% active | Q9HBX9 | HEK293-RXFP1, relaxin-stimulated cAMP HTRF, 30 min; stronger effect = lower value;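 active means activity change of -60% or lower, but not beyond a set lower limit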; further: on the % scale 0 is the no-effect control and ±100 the full control effect
D2 antag – D2 dopamine receptor (human) antagonism; P14416; HEK293 TREx D2 cells, calcium flux, dopamine EC80; inhibition, % at 10 µM; 340,000 tested, 2% active; in the data active means inhibition above about 30%; further: 0% is about no effect
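Tetracycline-induced HEK293 TREx cells expressing D2 receptor forced-coupled to calcium signalling, loaded with no-wash calcium dye. Compounds added and calcium flux read 180 s, then dopamine added at EC80 and read a further 180 s.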
D1 agonist – agonists of human D1 dopamine receptor | HEK293 T-REx D1 cells, calcium flux, agonist mode | activation, % at 2 µM | 360,000 tested, 1% active | P21728; further: 0% is about no effect
Target sequence (P21728 whole entry, looked up): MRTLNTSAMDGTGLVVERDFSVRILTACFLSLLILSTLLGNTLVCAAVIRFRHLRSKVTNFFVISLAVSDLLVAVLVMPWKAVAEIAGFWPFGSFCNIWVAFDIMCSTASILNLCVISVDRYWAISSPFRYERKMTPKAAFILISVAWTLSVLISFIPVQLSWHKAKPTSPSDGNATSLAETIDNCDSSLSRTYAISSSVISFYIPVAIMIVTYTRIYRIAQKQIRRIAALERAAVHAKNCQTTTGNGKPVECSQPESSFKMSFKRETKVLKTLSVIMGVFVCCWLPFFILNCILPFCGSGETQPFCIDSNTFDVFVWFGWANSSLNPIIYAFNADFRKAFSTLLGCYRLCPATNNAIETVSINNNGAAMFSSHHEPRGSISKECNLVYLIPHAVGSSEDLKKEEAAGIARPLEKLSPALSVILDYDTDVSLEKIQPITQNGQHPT
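Inducible HEK293 T-REx D1 cells, force-coupled to calcium signalling, were plated at 4000 cells/well with tetracycline and held overnight at 30 C. After no-wash calcium dye loading, compound-evoked calcium rise over 180 s flagged agonists.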
D1 antag – human D1 dopamine receptor antagonism; P21728; HEK293 TREx D1 cells, calcium flux, dopamine EC80; stronger effect = lower value; activity change, negative = inhibition, % at 10 µM; 360,000 tested, 3.2% active; in the data active means activity change below about -30%; further: on the % scale 0 is the no-effect control and ±100 the full control effect
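HEK293 T-REx cells expressing inducible, force-coupled D1 receptor; no-wash Ca dye, 30–90 min RT. Cmpd → 180 s read at 1 Hz → EC80 DA → 180 s read.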
D2 ag – activates the human D2 dopamine receptor; HEK293 T-REx D2 cells, calcium flux agonist mode; activation, % at 2 µM; 340,000 tested, 0.53% active;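 active means activation over 3 SD above normal in the single-dose calcium agonist read, cut at about 30% in these data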; further: 0% is about no effect
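HEK293 Trex D2 cells, tetracycline-induced, o/n 30 C 5% CO2; no-wash Ca dye, RT 30–90 min; 10-cycle baseline, 23 nl cpd added, kinetic Ca read 180 s; agonist hits = positive Ca response.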
TRHR PAM – allosteric enhancers of human TRH receptor. AID 493056. 360,000 tested, 0.66% active. TRHR cells, fluo-8 calcium fluorescence, EC20 TRH enhancement. enhancement, % at 2 µM; in the data active means enhancement above about 30%; further: 0% is about no effect
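TRHR-expressing cells loaded with fluo-8 calcium dye were read kinetically (ex 480/em 530) during compound addition, then stimulated with an EC20 of TRH (10 nM final). Enhancement of the Gq-mediated intracellular calcium response was scored.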
D1 potentiator – potentiators of human D1 dopamine receptor. HEK293 TREx D1 cells, calcium flux, dopamine EC20 potentiation. potentiation, % at 10 µM. 360,000 tested, 0.036% active. AID 504651; in the data active means potentiation above about 30%; further: 0% is about no effect
* marks the source's active call; other numbers are inactive results; nt = no result given; & = joins results of further samples; ! = a repeat was not active. Unless noted, no stated cut-off is given here; in the data, active means activation above about 30%; inactive means the rest.

SMILES	D2 potentiator	TRHR ag	RXFP1 antag	D2 antag	D1 agonist	D1 antag	D2 ag	TRHR PAM	D1 potentiator
Cc1ccc(S(=O)(=O)N(C)c2ccc(C(=O)Nc3c(C)n(C)n(-c4ccccc4)c3=O)cc2)cc1	-1	-1.1	0	0	1	8	0.5	4	1
CC(C)C(=O)Nc1ccc(C(=O)NCc2cccnc2)cc1	6	0.3	5	5	1	-4	0.5	1	-6
Cc1onc(-c2c(Cl)cccc2Cl)c1C(=O)c1ccccc1	-1	0.3	-17	-9	3	-5	-0.3	-2	-3
CN(C)CCCOc1cccc(Cl)c1	-17	0.0	12	-13	5	18	-0.5	2	-4
Nc1ccc2c(c1)C/C(=C/c1ccco1)C2=O	nt	2.1	4	nt	5	5	nt	-5	-3
Cc1cc(NC(=O)c2cc(CC(C)C)on2)no1	1	0.3	7	4	-2	12	-1.8	2	4
COc1ccc(CCNC(=O)COC(=O)c2cc(=O)c3ccccc3o2)cc1	-4	0.3	-6	-18	7	-4	-0.1	-2	-1
Cc1ccc2nc(SCC(=O)Nc3ccc(F)cc3F)[nH]c2c1	4	-0.1	-1	8	0	-5	0.6	4	5
Oc1ccc(Br)cc1/C=N/N1CCN(Cc2ccccc2)CC1	-17	-0.7	-7	-8	-1	0	-2.1	9	1
CCNc1nc(NCC)nc(N/N=C/c2ccccc2)n1	8	-1.0	-2	-11	2	-22	0.0	10	3
CCSc1nc(N)c(C#N)c(-c2ccccc2Cl)c1C#N	21	0.2	1	-8	5	2	0.6	6	-1
CCOC(=O)C1(CCOc2ccccc2)CCN(CC=C(C)C)CC1	6	-0.2	-2	21	11	9	0.4	0	0
COC(=O)c1ccc(COc2ncnc3sccc23)cc1	3	0.2	-2	-1	1	-19	0.9	23	-4
O=C(/C=C/c1ccccc1)N1CCN(c2ccc([N+](=O)[O-])c(N3CCOCC3)c2)CC1	3	1.0	2	20	-1	-4	0.0	-3	-7
CC(=O)N1CCc2cc(Br)cc(S(=O)(=O)NCCc3cccc(C)c3)c21	-17	-0.6	-16	nt	2	0	2.4	-9	2
COc1ccc(CNC(=O)CN(c2ccccc2)S(=O)(=O)N(C)C)cc1	-8&1	-0.4&-1.5	2	-9	1&1	-32*!	0.9&-0.7	-17&-3	-4&-6
COc1ccccc1OCC(=O)Nc1cccc(C(=O)N2CCOCC2)c1	17	0.3	-22	8	3	-5	-0.2	7	2
COc1ccc(-c2cc(C(C)=O)c(C)n2CCC(=O)NCc2ccc(F)cc2)cc1	-13	-0.9	-17	nt	-1	-13	0.6	-1	-5
Cc1occc1C(=O)N1CCN(S(=O)(=O)c2ccc(F)cc2)CC1	-5	-0.8	2	0	3	-23	-0.6	-1	3
Cc1cccc(C)c1OCc1nnc2c3cnn(C)c3ncn12	-5	-0.1	20	-2	6	-7	-1.8	2	5
O=[N+]([O-])c1cc(S(=O)(=O)N2CCCC2)ccc1NCCCN1CCOCC1	-5	0.4	-8	15	4	17	-0.1	-2	-9
Cc1nnc(SCc2ccccc2)nc1/C=C/NOCc1ccc(Cl)cc1Cl	nt	-0.6	-5	nt	0	-8	nt	-6	-3
O=C(C1=C[C@@H]2[C@H]3C(=O)N(c4ccccc4)C(=O)[C@H]3[C@@H](C(=O)c3ccc(Cl)cc3)N2C=C1)c1ccccc1	4	0.7	nt	-22	4	1	0.5	2	-4
C/C=C/Cn1c(SC)nc2c1c(=O)[nH]c(=O)n2C	14	-0.3	9	8	2	-6	-0.8	-7	-2
CCOC(=O)CCSc1nc(C)c2ccccc2n1	19	-1.1	0	-11	1	-13	0.0	3	-4
CCCCN(C(=O)c1ccc2c(c1)S(=O)(=O)N=C1CCCCCN12)c1c(N)n(CCCC)c(=O)[nH]c1=O	6	0.0	-1	8	2	-2	-0.4	0	-3
O=C(Nc1ccccc1-c1ccccc1)c1ccc(Cl)c([N+](=O)[O-])c1	-3	0.6	-30	20	1	-7	-1.6	0	0
CSc1cccc(NC(=S)N(CCCN2CCC(C)CC2)Cc2cccs2)c1	nt	0.0	-4	nt	10	-13	nt	11	-12
COc1ccccc1NC(=O)CCNS(=O)(=O)c1ccc2c(c1)CC(C)N2C(=O)C1CC1 (stereo not drawn)	10	-0.7	22	-5	5	-2	-1.1	-4	-1
NNC(=O)[C@H](Cc1ccccc1)NC(=O)NCCc1ccccc1	11	0.3	1	7	2	-9	0.3	4	-3

Full records, quoted from the list. Order of screens: D2 potentiator, TRHR ag, RXFP1 antag, D2 antag, D1 agonist, D1 antag, D2 ag, TRHR PAM, D1 potentiator
COc1ccc(-c2cc(C(C)=O)c(C)n2CCC(=O)NCc2ccc(F)cc2)cc1 across the screens: -13, -0.9, -17, nt, -1, -13, 0.6, -1, -5
CCOC(=O)CCSc1nc(C)c2ccccc2n1 across the screens: 19, -1.1, 0, -11, 1, -13, 0.0, 3, -4
COc1ccccc1NC(=O)CCNS(=O)(=O)c1ccc2c(c1)CC(C)N2C(=O)C1CC1 (stereo not drawn) across the screens: 10, -0.7, 22, -5, 5, -2, -1.1, -4, -1
C/C=C/Cn1c(SC)nc2c1c(=O)[nH]c(=O)n2C across the screens: 14, -0.3, 9, 8, 2, -6, -0.8, -7, -2
O=C(Nc1ccccc1-c1ccccc1)c1ccc(Cl)c([N+](=O)[O-])c1 across the screens: -3, 0.6, -30, 20, 1, -7, -1.6, 0, 0

Next part:
SMILES	D2 potentiator	TRHR ag	RXFP1 antag	D2 antag	D1 agonist	D1 antag	D2 ag	TRHR PAM	D1 potentiator
Cc1cccc(Cl)c1NC(=O)N1CCN(c2ccnc3cc(Cl)ccc23)CC1	0	-0.1	-4	-3	9	-27	-0.3	-1	-11
O=C(CN1CCC(n2nnc3cc(C(F)(F)F)ccc32)CC1)Nc1ccc2c(c1)OCCO2	-6	0.4	5	-18	6	-15	1.8	14	-6
COc1ccccc1C(=O)O/N=C(/c1ccncc1)c1ccc([N+](=O)[O-])cc1	4	-1.5	3	-8	-1	-15	1.5	4	-7
COc1c(OC(C)=O)ccc(/C=C/c2ccc3cccc(OC)c3n2)c1[N+](=O)[O-]	2	-0.7	-12	2	0	-20	-0.5	15	-8
COc1ccc(Cc2nnc(NC(=O)C(C)(C)C)s2)cc1	nt	0.4	1	nt	0	7	nt	0	-8
CCOc1ccc(S(=O)(=O)N(CC(=O)NCCSc2ccccc2)c2ccccc2)cc1	-11	1.6	nt	nt	12	0	nt	-3	-1
CCCn1c2ccccc2c2cnn(CC(=O)O)c(=O)c21	11	0.9	1	2	4	15	0.7	1	-1
O=C1C=C(OCc2ccccc2)CN1	-8	0.1	-13	-14	0	21	0.2	-2	3
COc1ccc(NS(=O)(=O)c2ccc3c(c2)CCN3C(=O)CCC(=O)O)cc1Cl	-4	-0.1	nt	nt	0	-5	nt	-10	-3
COc1ccc(OCC(O)CNc2ccc(Br)cc2)cc1 (stereo not drawn)	5	2.4	-12	-15	9	-5	0.2	11	-6
CCCN1CCC(NC(=O)CC2C(=O)NCCN2Cc2ccccc2C)CC1 (stereo not drawn)	-3	-0.1	8	7	4	7	0.5	-1	-1
COc1cc(C(=O)NCC(=O)OCC(=O)N2CCc3ccccc32)cc(OC)c1OC	-4	0.9	-15	-3	-1	-7	1.2	3	-3
O=C(CSC1=Nc2ccccc2N=C(c2ccc(F)cc2)C1)Nc1cc(F)ccc1F	-11	1.5	nt	nt	7	-18	0.5	6	-4
O=C(O)CCSC1CC(=O)N(c2ccccc2)C1=O (stereo not drawn)	4	1.0	3	1	3	2	0.0	-3	-7
CC[n+]1ccc(C)c2cc(S(=O)C(F)(F)F)ccc21 (stereo not drawn)	-5	0.1	2	-8	7	-24	-0.1	-6	0
Fc1ccc(CSc2nncn3c2cc2occc23)c(Cl)c1	1	0.6	-31	nt	0	0	0.7	-3	0
CCOC(=O)C1C(c2ccc([N+](=O)[O-])cc2)C2C(=O)NN=C2CC1(C)O (stereo not drawn)	-6	-0.1	-21	8	1	8	0.2	1	-3
CCN1CCN(c2ccc(S(=O)(=O)N3CCCCC3)cc2NC(=O)c2ccc(C)o2)CC1	-2	-0.5	-5	8	0	-48*	0.0	4	2
Cc1cccc(C(=O)Nc2nnc(S(=O)(=O)N(C)c3ccccc3C)s2)c1	0	0.1	-22	nt	3	1	-0.7	1	0
Cc1ccc(S(=O)(=O)N2CCOCC2)cc1C(=O)OCc1nnc(-c2ccccc2)o1	1	-0.8	2	8	0	-13	0.3	0	-8
COc1ccc(C(=O)Nc2ccc3c(c2)Cc2ccccc2-3)cc1	6	0.1	6	-2	5	10	0.6	-4	-2
C=CCC(=O)N1CCCC(CNC(=O)c2ccc(-c3ccccc3)cc2)C1 (stereo not drawn)	4	0.1	-17	-32	-1	-4	0.7	-3	-4
CCOc1ccc(NC(=O)CC2C(=O)N(C)C(=S)N2Cc2ccco2)cc1 (stereo not drawn)	-6	0.6	nt	-19	2	-5	0.1	0	0
CC1CCCN(S(=O)(=O)CCNC(=O)c2ccc3c(c2)OCO3)C1 (stereo not drawn)	-9	0.1	-9	-4	0	1	-0.3	8	-4
Cc1ccc(OCCCC(=O)Nc2ccc3c(c2)OCO3)cc1	-10	-0.8	-2	-6	-1	-11	1.1	5	-6
CN(C)CCCN1C(=O)C(=O)/C(=C(/O)c2ccncc2)C1c1ccccc1 (stereo not drawn)	4	-0.4	1	-15	1	10	0.9	4	11
Cc1nc(S/C(=C/c2ccc(-c3ccc(Cl)cc3)o2)C(=O)O)n[nH]1	-4	1.1	-12	-12	7	-19	0.7	9	-5
Cc1ccc(C)c(S(=O)(=O)N2CCCCC2CCNC(=O)C(=O)NCCc2ccco2)c1 (stereo not drawn)	-4	0.4	nt	14	5	1	0.0	-9	-8
Cc1ccc(NC(=O)Cn2cc(S(=O)(=O)Cc3cccc(Cl)c3)c3ccccc32)cc1C	-4	1.1	-18	nt	8	-4	0.0	5	4
COc1ccc(OC)c(C(c2nnnn2C2CCCC2)N2CCN(c3ccccc3F)CC2)c1 (stereo not drawn)	-5	-0.7	-3	-3	1	3	0.0	-7	1
CC(C)n1cc(/C=C(\C#N)S(=O)(=O)c2ccccc2)c2ccccc21	-6	-1.1	-2	13	8	-3	0.5	-1	0
CC1(C)Cc2cccc(OCC(=O)N3CCN(S(=O)(=O)c4ccccc4F)CC3)c2O1	-7	-0.1	4	-5	0	1	0.3	6	-5
O=C(C(=O)N1CCN(c2ccccc2F)CC1)c1cn(CC(=O)N2CCOCC2)c2ccccc12	10	0.1	17	13	0	-8	-0.2	3	1
CCC(Oc1ccccc1)C(=O)Nc1cc(C)on1 (stereo not drawn)	12	0.0	3	1	-1	3	3.1	14	-2
O=C1OC(c2cccs2)=N/C1=C\c1ccc(-c2ccccc2Cl)o1	2	0.6	-12	-8	4	2	1.4	0	-21
CCOC(=O)c1[nH]c(C)c(CCC(=O)Nc2ccc(N(CC)CC)cc2C)c1C	-8	-1.1	-11	nt	1	-1	0.5	-3	-3

Assay outcomes (PubChem)
